# Compound activity deposited in PubChem BioAssay by several laboratories.
# MEKK2 WT-MEK5 = modulators of MEK5 binding to wildtype MEKK2, primary screen, biochemical, multiplex bead flow cytometry, Alexa488-MEK5. Alexa488-MEK5 binding to MEKK2 WT; actives lie on both sides. binding response (% of control), % at 10 µM. hit rate 1.1% among 290,000; in the data active = binding response below about 67% or above about 130%
# PHOSPHO1 inh = PubChem AID 1565 | Phosphoethanolamine/phosphocholine phosphatase (Homo sapiens), Q8TCT1 | recombinant PHOSPHO1, absorbance phosphatase assay | inhibition, % at 13.3 µM | hit rate 1.1% among 290,000; in the data active = inhibition above about 60%
# OXTR ag = human OXTR agonists, primary screen, fluorescence, CHO-OTR cells, Fluo-8 calcium; Oxytocin receptor (Homo sapiens), P30559; Fluo-8 calcium fluorescence; normalized: DMSO 0%, oxytocin 100%; activation, % at 3 µM; hit rate 0.32% among 320,000;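 active = activation above the mean of all tested compounds plus 3 SD, cutoff set per screening run, cut at about 20% in these data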;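 note: peak over basal fluorescence ratio from a 100 s FLIPR kinetic read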
# Target sequence (P30559 whole entry, looked up): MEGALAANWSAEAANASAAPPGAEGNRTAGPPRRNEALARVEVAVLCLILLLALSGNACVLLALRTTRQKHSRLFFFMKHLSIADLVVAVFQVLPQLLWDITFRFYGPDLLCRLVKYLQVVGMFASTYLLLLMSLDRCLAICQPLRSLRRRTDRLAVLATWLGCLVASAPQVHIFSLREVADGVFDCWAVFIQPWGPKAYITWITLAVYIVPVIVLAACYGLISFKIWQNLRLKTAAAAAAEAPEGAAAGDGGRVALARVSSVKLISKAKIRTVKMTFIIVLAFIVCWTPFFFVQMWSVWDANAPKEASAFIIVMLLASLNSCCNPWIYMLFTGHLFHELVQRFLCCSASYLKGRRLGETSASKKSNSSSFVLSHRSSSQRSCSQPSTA
# MEKK3 PB1 HTS = modulators of MEKK3-MEK5 PB1 binding, primary screen, biochemical, wildtype MEKK3, multiplex bead flow cytometry, Alexa488-MEK5; Mitogen-activated protein kinase kinase kinase 3 (Homo sapiens), Q99759; bead-based flow cytometry, Alexa488-MEK5 binding to MEKK3; actives lie on both sides; 0 = blocked by unlabeled MEK5, 100 = vehicle; binding response (% of control), % at 10 µM; hit rate 1.4% among 290,000; AID 1529, 2009;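 active = binding response more than 3 SD above or below the average of its plate-row segment, actives on both sides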;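 note: Alexa488 bead fluorescence after subtracting the streptavidin-only scavenger bead signal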
# Target sequence (Q99759 whole entry, looked up): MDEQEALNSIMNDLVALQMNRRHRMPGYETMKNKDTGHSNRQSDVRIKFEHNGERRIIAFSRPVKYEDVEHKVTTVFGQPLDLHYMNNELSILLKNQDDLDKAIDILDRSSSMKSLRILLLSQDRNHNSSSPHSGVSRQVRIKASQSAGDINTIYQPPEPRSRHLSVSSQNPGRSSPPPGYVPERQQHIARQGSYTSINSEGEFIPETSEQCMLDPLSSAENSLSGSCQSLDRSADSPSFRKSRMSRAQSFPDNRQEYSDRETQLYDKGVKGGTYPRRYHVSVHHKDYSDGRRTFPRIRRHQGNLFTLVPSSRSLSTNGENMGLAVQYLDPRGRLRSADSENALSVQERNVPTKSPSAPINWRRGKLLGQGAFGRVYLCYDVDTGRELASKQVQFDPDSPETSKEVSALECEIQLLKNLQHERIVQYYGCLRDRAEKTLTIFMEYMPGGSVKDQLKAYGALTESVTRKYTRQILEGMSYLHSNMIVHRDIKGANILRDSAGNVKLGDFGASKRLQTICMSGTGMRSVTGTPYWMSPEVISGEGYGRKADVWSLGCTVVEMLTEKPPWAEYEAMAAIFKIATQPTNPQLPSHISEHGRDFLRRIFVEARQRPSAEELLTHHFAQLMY
# MEKK2mut PB1 HTS = MEK5 binding signal on mutant MEKK2 PB1, primary screen, biochemical, multiplex bead flow cytometry, Alexa488-MEK5 | Alexa488-MEK5 binding to MEKK2 mutant | hit rate 0.35% among 290,000 | percent response, % at 10 µM; in the data active = percent response above about 24%, passing the limit was not always enough; note: inactives centre near 1; some results filed as inactive read as strong as hits; reference of the scale not given here
# GPR7 antag = GPR7 receptor antagonists, primary screen, cell-based, fluorescence, single concentration; inhibition, % at 4.4 µM; GPR7-expressing cells, fluorescence antagonist assay; AID 1861, 2009; Neuropeptides B/W receptor type 1 (Homo sapiens), P48145; hit rate 1.1% among 290,000; in the data active = inhibition above about 16%, passing the limit was not always enough;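 note: cells stimulated with the agonist NPW; 0% = agonist with vehicle and 100% = vehicle without agonist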
# NALP1 yeast inh = NALP1 inflammasome inhibitors in reconstituted yeast, colorimetric, S. cerevisiae, triplicate retest | inhibition, % at 10 µM | hit rate 0.61% among 280,000 | S. cerevisiae NALP1/ASC/caspase-1 growth, X-gal OD620, 72 h; in the data active = inhibition mostly above about 24%, no sharp cut-off; inactive = mostly below about 32%; note: some compounds called inactive have numbers as strong as hits
# PfM18AAP inh = PfM18AAP inhibitors, malaria aminopeptidase, primary screen, biochemical, QFRET, recombinant enzyme; M18 aspartyl aminopeptidase (Plasmodium falciparum 3D7); hit rate 1.2% among 290,000; inhibition, % at 7.35 µM; H-Glu-NHMec fluorogenic cleavage;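 active = inhibition above the campaign mean inhibition over all tested compounds plus 3 SD, cut at about 28% in these data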;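 note: 0% = plate median of test compound wells and 100% = 2 mM ZnCl2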
# DNA FID counter = compounds displacing fluorescent DNA intercalator, primary screen, artefact control for HCV NS3 helicase inhibitor project, biochemical, FID fluorescence | DNA fluorescent intercalator displacement | hit rate 0.17% among 290,000 | inhibition, % at 7.9 µM | AID 1845, 2009; in the data active = inhibition above about 37%;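 note: 0% = vehicle and 100% = reference compound; higher means more ethidium bromide displaced from hairpin DNA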
# * hit, by the source's call; nt = no result given.
nr	SMILES	MEKK2mut PB1 HTS	PHOSPHO1 inh	PfM18AAP inh	MEKK2 WT-MEK5	NALP1 yeast inh	DNA FID counter	OXTR ag	GPR7 antag	MEKK3 PB1 HTS
1	Cc1c(C(c2ccc(N(C)C)cc2)c2c(C)n(C)n(-c3ccccc3)c2=O)c(=O)n(-c2ccccc2)n1C	-1	-20	15	101	10	-13	-0.1	-11	102
2	O=[N+]([O-])C(=C1NCCN1)C(Cl)=C(Cl)Cl	-6	28	1	92	-8	9	1.4	5	102
3	O=C(CCc1nnc(Cc2ccc(-c3ccccc3)cc2)o1)NCC1CC1	-6	17	2	87	6	-27	0.6	12	97
4	COc1ccc(CNC(=O)C(c2ccco2)N(C(=O)CNS(=O)(=O)c2ccccc2)c2ccccc2C)cc1 (stereo not given)	-2	-3	9	96	18	-46	3.5	-16	98
5	Cc1ccccc1-n1sc2cc(F)ccc2c1=O	4	42	70*	104	20	-1	23*	-11	103
6	CCCN1CCN(C(=O)CCS(=O)(=O)c2cc3c(cc2Cl)NC(=O)CO3)CC1	2	33	3	100	9	-4	-0.2	-2	104
7	O=C(CN1CCCCCCC1)Nc1cccc(Cl)c1Cl	-13	36	0	67	-12	-1	-2.0	-2	53
8	CC1(C)CC(=O)C(C(C2=C(O)CC(C)(C)CC2=O)c2ccc([N+](=O)[O-])cc2)C(=O)C1 (stereo not given)	0	-16	7	104	24	-7	4.9	-12	93
9	COc1ccc(N=C2SCC(c3ccccc3)=NN2C)cc1	2	39	0	101	-3	-15	-4.5	7	105
10	O=C1NC(c2ccccc2Cl)Nc2ccccc21 (stereo not given)	1	18	1	99	-3	-4	-1.1	8	106
11	Cn1ncc(Cl)c1C(=O)NCc1ccco1	-8	-29	-3	90	6	0	0.3	-13	92
12	CCN(CC)C(=O)C(=O)Nc1ccc(Oc2ccccc2)cc1	10	22	-5	105	8	-16	-0.1	-6	107
13	CC(C)Oc1ccc(C(=O)OC(C)C(=O)NC2CCCCC2C)cc1 (stereo not given)	-2	-2	9	97	11	-35	-1.3	6	95
14	CCOC(=O)c1ccc(NC(=O)C2=C(C)Nc3nc(CCCO)nn3C2c2cccc(C)c2)cc1 (stereo not given)	0	-4	-11	95	-41	-27	0.4	-4	96
15	Cc1c(NS(=O)(=O)N2CCCCC2)c(=O)n(-c2ccccc2)n1C	5	6	4	103	20	-1	-0.1	-8	103
16	NC(=O)C1CCN(C(=S)c2ccc(-c3ccc(Br)cc3)o2)CC1	-14	-23	49*	86	-14	-12	-0.1	-7	96
17	C=CCN=C1SCC(=O)N1S(=O)(=O)c1ccccc1	-4	17	6	95	-1	-11	0.7	3	95
18	CCOC(=O)C1CCN(C2=C(NS(=O)(=O)c3ccc(Cl)cc3)C(=O)c3ccccc3C2=O)CC1	2	-128	9	97	nt	-5	-2.1	-17	103
19	CSCC[C@H](NC(=O)Cc1c(C)c2c(cc(C)c3c(C)c(C)oc32)oc1=O)C(=O)O	5	23	-1	105	-3	-22	nt	3	103
20	COc1ccccc1N=Nc1c(O)[nH]c2ccc(Br)cc12	7	38	-1	109	8	-1	0.8	-6	106
21	Cc1cc(CNCc2c(C(=O)N(C)Cc3ccccc3)nc3ccccn23)nn1C	10	31	0	106	-3	0	0.3	-10	100
22	CSc1ccc(CNc2ccc(Cl)cc2)cc1	4	-3	-3	114	-2	2	-0.6	7	114
23	Cc1ccc(/C=N\NC(=O)c2cc(OCC(F)(F)F)ccc2OCC(F)(F)F)cc1	7	19	-10	109	12	-5	-1.0	4	105
24	CCCS(=O)(=O)N1CCN(C(=O)CCC2CCCC2)CC1	9	-11	0	104	-14	-8	1.3	-11	107
25	CC(/C=C1\SC(=S)N(CCC(=O)Nc2nc(C)cs2)C1=O)=C\c1ccccc1	-7	30	1	92	nt	-11	-0.2	-8	93
26	CCNc1ccc2c(Cl)cc(=O)oc2c1	nt	21	-12	nt	21	-5	-1.2	-7	nt
27	COc1ccc(S(=O)(=O)NCCOc2ccccc2)cc1-n1cnnn1	1	11	1	104	-4	4	-0.3	-3	101
28	COc1ccc(CCN2C(=O)CC(C(C)c3ccccc3)C2=O)cc1OC (stereo not given)	-1	-19	9	99	23	-22	0.0	-3	99
29	COc1ccc(N=c2cc(-c3ccc(O)cc3)oc3ccccc23)cc1	1	-13	7	122	38	0	3.1	-9	109
30	O=C(CN1C(=O)c2ccc(Br)cc2C1=O)NCC1CCCO1 (stereo not given)	-1	38	0	100	15	-5	0.5	0	102

# A draw from above in order of number of heavy atoms, largest number first.
nr	SMILES	MEKK2mut PB1 HTS	PHOSPHO1 inh	PfM18AAP inh	MEKK2 WT-MEK5	NALP1 yeast inh	DNA FID counter	OXTR ag	GPR7 antag	MEKK3 PB1 HTS
18	CCOC(=O)C1CCN(C2=C(NS(=O)(=O)c3ccc(Cl)cc3)C(=O)c3ccccc3C2=O)CC1	2	-128	9	97	nt	-5	-2.1	-17	103
3	O=C(CCc1nnc(Cc2ccc(-c3ccccc3)cc2)o1)NCC1CC1	-6	17	2	87	6	-27	0.6	12	97
7	O=C(CN1CCCCCCC1)Nc1cccc(Cl)c1Cl	-13	36	0	67	-12	-1	-2.0	-2	53

# Returning to the listing, starting 7 compounds before the break.
nr	SMILES	MEKK2mut PB1 HTS	PHOSPHO1 inh	PfM18AAP inh	MEKK2 WT-MEK5	NALP1 yeast inh	DNA FID counter	OXTR ag	GPR7 antag	MEKK3 PB1 HTS
24	CCCS(=O)(=O)N1CCN(C(=O)CCC2CCCC2)CC1	9	-11	0	104	-14	-8	1.3	-11	107
25	CC(/C=C1\SC(=S)N(CCC(=O)Nc2nc(C)cs2)C1=O)=C\c1ccccc1	-7	30	1	92	nt	-11	-0.2	-8	93
26	CCNc1ccc2c(Cl)cc(=O)oc2c1	nt	21	-12	nt	21	-5	-1.2	-7	nt
27	COc1ccc(S(=O)(=O)NCCOc2ccccc2)cc1-n1cnnn1	1	11	1	104	-4	4	-0.3	-3	101
28	COc1ccc(CCN2C(=O)CC(C(C)c3ccccc3)C2=O)cc1OC (stereo not given)	-1	-19	9	99	23	-22	0.0	-3	99
29	COc1ccc(N=c2cc(-c3ccc(O)cc3)oc3ccccc23)cc1	1	-13	7	122	38	0	3.1	-9	109
30	O=C(CN1C(=O)c2ccc(Br)cc2C1=O)NCC1CCCO1 (stereo not given)	-1	38	0	100	15	-5	0.5	0	102
31	CCCn1c(NCc2c[nH]c3ccccc23)nc2ccccc21	-4	14	3	105	2	10	9.3	1	96
32	COc1cc(CN2CCCCCC2)cc(OC)c1	16	34	3	115	3	4	-0.3	-8	116
33	CCN(Cc1ccccc1)c1ccc(/C=N/NS(=O)(=O)c2cccc([N+](=O)[O-])c2)cc1	-2	-12	3	99	14	-5	-1.5	9	100
34	O=C1NC(=S)N/C1=C/c1ccc(Oc2ccc(C(F)(F)F)cc2[N+](=O)[O-])c(Cl)c1	10	-10	-5	113	8	-4	1.3	-5	99
35	Fc1cccc(-n2c(-c3ccco3)nc3nc4ccccc4nc32)c1	-17	18	6	84	-10	6	0.9	-10	79
36	c1ccc(COCCCn2cc(-c3ccccc3)nn2)cc1	-3	-30	2	105	17	-23	-1.0	-6	101
37	COc1ccc(-c2nnn(CC(=O)N3CCN(c4ccc(F)cc4)CC3)n2)cc1	4	14	-14	91	nt	-2	0.2	-12	97
38	O=P(Cc1nnco1)(c1ccccc1)c1ccccc1	3	8	0	105	-2	-2	0.4	-11	103
39	CC1CN(C(=O)CCS(=O)(=O)c2ccccc2)CC(C)O1 (stereo not given)	-14	35	-5	90	27	-12	-0.3	10	94
40	O=C(O)c1nc(-c2ccccc2)n(-c2ccccc2)n1	2	-23	0	101	33	-5	-0.7	-2	101
41	O=C(Cc1ccccc1)NCC(=O)N1CCCCC1	-1	17	-7	102	-32	-2	0.9	-1	99
42	COc1ccc(NC(=O)Nc2nnc(-c3ccco3)s2)cc1	16	15	1	106	nt	-6	1.1	-17	113
43	CCN(Cc1ccccc1)Cc1ccc(OCc2ccccc2)c(OC)c1	5	36	2	106	19	9	-2.2	-22	104
44	Cc1sc2nc(SCC(=O)N3CC(C)OC(C)C3)n(C)c(=O)c2c1C (stereo not given)	8	38	-1	107	14	-36	0.5	-10	102
45	O=C(O)c1ccccc1-c1nc2cc(Cl)ccc2c(=O)n1O	1	24	-2	101	-11	3	-0.8	-1	103
46	Cc1cc2ccccn2c1C(=O)c1ccccc1F	5	15	-3	98	18	-15	-2.5	6	104
47	CCN(CC)S(=O)(=O)c1ccc(-c2nnco2)cc1	3	2	1	113	-74	1	-0.4	4	106
48	CC(NCC(O)COCCC12CC3CC(CC(C3)C1)C2)c1ccccc1 (stereo not given)	13	38	-3	139*	25	23	9.1	13	99
49	CN(C)S(=O)(=O)c1cccc(NC(=O)Cn2cc(C(F)(F)F)cc(Cl)c2=O)c1	0	25	4	102	-4	-2	-0.3	-7	101
50	NNC1=N[C@H]2CS(=O)(=O)C[C@H]2S1	0	-9	2	100	9	-1	-0.9	-15	101
51	Cc1ccc(Cl)cc1NC(=S)N(Cc1ccccc1)Cc1cccnc1	-5	28	5	98	26	-10	-1.1	5	95
52	C#CCOCCOCCOCCNc1nc(N2CCN(C(=O)[C@H](CCC(=O)O)n3cc(C(N)CO)nn3)CC2)nc(N2CCN(C(=O)[C@H](CCC(=O)O)n3cc(C(N)CO)nn3)CC2)n1 (stereo not given in full)	-7	22	nt	94	nt	nt	nt	nt	91
53	CCOC(=O)c1oc2cc(O)cc(O)c2c(=O)c1OCc1ccccc1	1	nt	nt	101	nt	nt	2.4	nt	99
54	On1c(-c2ccccc2)nc2ccccc21	-21	17	-16	95	nt	-4	0.6	2	92
55	COc1cccc(C(=O)NCC(=O)OCC(=O)C(C)(C)C)c1	0	-2	2	89	34	5	0.6	0	102
56	Cc1ccccc1C(=O)c1cccn1CC(=O)NCCN1CCN(c2cccc(C)c2C)CC1	10	6	-4	144*	4	24	6.0	10	104
57	CN(CC(=O)Nc1ccc(Cl)cc1)CC(=O)Nc1cccc(Br)c1	1	-16	3	99	7	-8	4.2	1	102
58	CC(=O)Nc1ccc(S(=O)(=O)N2CCc3ccccc3C2)cc1	1	-8	2	108	-4	-7	3.9	3	108
59	COc1ccc(-c2cc(C)no2)cc1S(=O)(=O)N(C)c1ccc(C)cc1	3	-8	2	106	14	-33	-1.4	4	102
60	Cc1cccc(C)c1NC(=O)CN(C)CC(=O)Nc1cc(Cl)ccc1C#N	3	18	2	106	3	-20	1.4	6	106

# Entries by screen from above:
# Nos. 38 to 49 in OXTR ag, in turn: 0.4, -0.3, -0.7, 0.9, 1.1, -2.2, 0.5, -0.8, -2.5, -0.4, 9.1, -0.3
# Nos. 38 to 49 in MEKK2 WT-MEK5, in turn: 105, 90, 101, 102, 106, 106, 107, 101, 98, 113, 139*, 102
